# ERK EGF block: EGF-driven ERK pathway inhibition. HEK293-V1b, EGF-stimulated phospho-ERK AlphaScreen. Potency, µM (titrated, usually from 11.5 µM), without a hit: at the top dose activity change, negative = inhibition, most hits filed as inhibitors. actives 0.41% (n = 130,000). AID 1454; active = well fitted inhibition curve with a large enough effect; inconclusive = small, poorly fitted or top-dose-only effect, or effect the other way;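 also: plate controls were stimulated vehicle wells for no effect and unstimulated vehicle basal for full effect; nearly all actives have a fitted effect of over 55% in size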
#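 HEK293 cells stably expressing V1b receptor, serum-reduced (1% FBS) overnight, pretreated 30 min with compound, then stimulated 5 min with 25 nM EGF; phospho-ERK detected by AlphaScreen SureFire. AC50 from Hill fits, normalized to DMSO and EGF.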
# Active calls of the source: *; ? = inconclusive; [ ] = remark or other dose. Potency is read from the fitted curve at half-maximal effect. An excerpt. The share of hits here may be higher or lower than overall.
SMILES,ERK EGF block
C/C(=N\NS(=O)(=O)c1ccc(C)c([N+](=O)[O-])c1)c1cccs1,4%
O=C(CN(c1cccc(Cl)c1)S(=O)(=O)c1ccccc1)NN=C1CCCC1,-11%
Cc1ccc(C(=O)NNC(=O)c2ccc3ncccc3c2)cc1,-5%
O=C(Nc1ccc(O)c2c(=O)cc(-c3cccc(Cl)c3)oc12)c1cccc(Cl)c1,5%[57.5 µM]
NC(=O)NC(=O)COC(=O)CCCCCNS(=O)(=O)c1ccc2c(c1)OCCO2,12%
CC(CCc1ccccc1)NC(=O)N1CCOCC1 (configuration not stated),-1%
OCCNCCCCOc1ccc(OCc2ccccc2)cc1,-5%
CCc1ccc(C(C(=O)NC2CCCCC2)N(C(=O)c2ccccn2)c2cccnc2)cc1 (configuration not stated),4%
CN(C)c1ccnc(Nc2ccc(F)cc2)c1C#N,-8%[57.5 µM]
CC(=O)N(CN1C(=O)c2ccc([N+](=O)[O-])cc2C1=O)c1cccc(C(=O)O)c1,-3%
Clc1ccc(Oc2nc3c(Cl)cccc3s2)cc1Cl,-5%[57.5 µM]
Cn1c2ccccc2c2cc(C(=O)NNC(=O)CCl)sc21,11%
CCCc1nc(SCC(=O)c2ccc(F)cc2)c2ccccc2n1,?
CC(=O)N1CCN(c2ccc(NC(=S)NC(=O)c3ccc(C)c([N+](=O)[O-])c3)cc2)CC1,?
O=S(=O)(Cc1cc(N2CCOCC2)nc(-c2ccccn2)n1)c1ccccc1,7%
Cc1ccc(NC(=O)NCc2ccncc2)cc1Cl,-2%
COc1ccc(CCN2CCC(Nc3nc4ccccc4n3Cc3ccc(F)cc3)CC2)cc1,3%
CCOC(=O)C(=O)N1CCC(Cc2ccccc2)CC1,-1%
Cc1ccc(NS(=O)(=O)c2ccc(C(=O)OCC(=O)Nc3cc(C)on3)cc2)cc1,?
COC(=O)C1=C(C)NC(=O)NC1c1ccc(OC(=O)c2ccco2)cc1 (configuration not stated),8%

# Entries from the list above that have a nitro group on carbon, in the order listed:
SMILES,ERK EGF block
C/C(=N\NS(=O)(=O)c1ccc(C)c([N+](=O)[O-])c1)c1cccs1,4%
CC(=O)N(CN1C(=O)c2ccc([N+](=O)[O-])cc2C1=O)c1cccc(C(=O)O)c1,-3%
CC(=O)N1CCN(c2ccc(NC(=S)NC(=O)c3ccc(C)c([N+](=O)[O-])c3)cc2)CC1,?

# Some of the entries so far, with each value named:
> COC(=O)C1=C(C)NC(=O)NC1c1ccc(OC(=O)c2ccco2)cc1 (configuration not stated)
  ERK EGF block: 8%

> Cn1c2ccccc2c2cc(C(=O)NNC(=O)CCl)sc21
  ERK EGF block: 11%

> COc1ccc(CCN2CCC(Nc3nc4ccccc4n3Cc3ccc(F)cc3)CC2)cc1
  ERK EGF block: 3%

> O=C(CN(c1cccc(Cl)c1)S(=O)(=O)c1ccccc1)NN=C1CCCC1
  ERK EGF block: -11%

# New compounds follow:
SMILES,ERK EGF block
O=C(Nc1ccccc1)N1CCSc2ccccc21,-7%
COCCN(C(=S)Nc1cccc(OC)c1)C1CCN(C(C)C)CC1,3%
O=C(Cn1nc(-c2ccccc2)ccc1=O)NCCCN1CCOCC1,-2%[57.5 µM]
O=C(O)/C=C/C(=O)Nc1ccc(C(=O)c2ccccc2)cc1,-6%
Oc1c(CN2CCOCC2)ccc2ccccc12,-4%
O=C(CCN1CCN(S(=O)(=O)c2ccc(Cl)cc2)CC1)Nc1ccccc1F,-9%[57.5 µM]
Cc1cc(C(N)=O)nn1-c1c(Cl)cc(Cl)cc1Cl,-5%[57.5 µM]
COc1ccc(C2CC(c3c(-c4ccccc4)c4cc(Cl)ccc4[nH]c3=O)=NN2C(=O)CCC(=O)O)cc1 (configuration not stated),-1%
COc1ccc(Cc2noc(CN3CCC(c4ccncc4)CC3)n2)cc1OC,?
O=C(Nc1ccc(O)cc1C(=O)O)c1cccs1,7%
CCc1cccc(CC)c1NC(=O)CO/N=C(\N)CC(=O)NC1CCCCC1,-2%
CSc1ncc(Cl)c(C(=O)Nc2ccc(NC(C)=O)cc2)n1,-11%
CCCC[C@@H]1C[C@H]1C(NC(=O)c1ccco1)c1ccc(Cl)cc1 (some centres not stated),0%
O=Cc1c(NCc2ccco2)nc2ccccn2c1=O,3%
COC(=O)C(=N/Nc1ccccc1C(=O)OC)/C(C)=N/O,-6%[57.5 µM]
CC(C)CNC(=O)/C=C/C(=O)O,7%[57.5 µM]
COc1ccc(OCC(=O)Nc2nonc2NC(=O)COc2ccc(OC)cc2)cc1,3%
NC(=O)NC(=O)CSc1nc2sc(-c3ccccc3)cc2c(=O)n1-c1ccccc1,-4%
C=CCN(CC=C)C(=O)c1cc2ccccc2c(=O)o1,3%
CC(=O)Oc1ccc(N2C(=O)C3C4C=CC(CC4)C3C2=O)cc1[N+](=O)[O-] (configuration not stated),-7%
COc1cc(/C=C2/C(=O)ON=C2C)ccc1OCc1cccc(F)c1,5%
Cc1ccccc1/[N+]([O-])=C/c1cccs1,2%
c1ccc(CSc2ccc(-c3ccco3)nn2)cc1,2%
COc1ccccc1NC1=NC(CO)(CO)CS1,?
CCC(C)(C)c1ccc(OCCCC[n+]2ccccc2)c(C(C)(C)CC)c1,?
CCc1nnc(NC(=O)CSc2nc3cc(OC)c(OC)cc3cc2C)s1,-12%
COc1ccc(C2=Nc3nc(-c4ccccc4)cn3C(c3ccc(OC)cc3)C2)cc1 (configuration not stated),5%
Cc1ccc(/C=C(/C#N)C(=O)NC(C)c2ccccc2)o1 (configuration not stated),-1%
O=S1(=O)CCC(=Nc2ccc(Cl)cc2)c2ccsc21,-7%
COc1ccc2nc(SCC(=O)Nc3ccccc3OC)[nH]c2c1,-10%[57.5 µM]
O=C(NCCCn1ccnc1)c1cc(-c2cccnc2)nc2ccc(Br)cc12,-7%
Cc1ccc(OCc2ccc(C(=O)NN)o2)c([N+](=O)[O-])c1,18%[57.5 µM]
COc1ccc(N2C(=O)CC(NNC(=O)c3cc(C)oc3C)C2=O)cc1 (configuration not stated),4%
COc1ccc(C2NCCC3(O)CCCCC23)c(OC)c1OC (configuration not stated),1%[57.5 µM]
CC(C)CCNC(=S)Nc1ccc2nc3n(c(=O)c2c1)CCCCC3,34%
O=C(c1ccc(CSc2nc3ccncc3[nH]2)cc1)N1CCCCC1,-6%
COCCNC(=O)c1ccccc1NC(=O)Nc1ccccc1,1%
Cc1cccc(NC(=O)Cn2nnc3ccccc32)c1,-12%
CCn1c(SCc2nc3ccccc3c(=O)[nH]2)nc2ccccc2c1=O,-2%
O=c1cc(CSc2ccc(Cl)cc2)[nH]c2[nH]n(-c3ccccc3)c(=O)c12,-1%[57.5 µM]
Cc1cc(C(=O)N/N=C/C(Cl)=C/c2ccccc2)c(C)o1,13%[57.5 µM]
N#Cc1sc2nc(-c3cccs3)cc(-c3ccc(F)cc3)c2c1N,?
O=C(N/C(=C/c1cccnc1)C(=O)N1CCOCC1)c1ccccc1Cl,8%[57.5 µM]
CCOC(=O)Oc1c(OC)cc(C(=O)O[C@H]2C[C@H]3CN4CCc5c([nH]c6cc(OC)ccc56)[C@@H]4C[C@H]3[C@@H](C(=O)OC)[C@@H]2OC)cc1OC,11%[25.7 µM]
CCOC(=O)c1cnc2ccccc2c1NCCO,-9%[57.5 µM]
CCOC(=O)COc1ccccc1/C=C1/NC(=O)NC1=O,4%
CSCCC(NS(=O)(=O)c1ccc(Cl)cc1)C(=O)OCC(=O)c1ccc(F)cc1 (configuration not stated),?
COc1cnc(-c2ccccn2)nc1Sc1ccc(C)cc1,10%
O=C(NC1CCN(C(=S)NCc2ccco2)CC1)c1ccc(F)cc1,-9%
CCOC(=O)C1CCCN(C(=O)COc2ccc(N(C)S(=O)(=O)c3ccc(C)cc3)cc2)C1 (configuration not stated),-7%[57.5 µM]
O=C(NC1CCCC1)C(c1ccccc1)N(C(=O)c1ccco1)C1CCCC1 (configuration not stated),3%
O=C(Nc1ccc(N2CCCC2)cc1)c1ccc2ccccc2c1,-1%
CCOC(=O)c1ccc(NC(=O)CSC(=S)N2CCOCC2)cc1,6%
CCOC(=O)c1ccc(NC(=O)COC(=O)c2cccc(Oc3ccccc3)c2)cc1,4%
Cc1ccc(C(=O)NNC2=NC(C)(C)Cc3ccccc32)cc1,5%[57.5 µM]
CC(=O)c1ccc(NC(=S)N2CCN(c3cccc(Cl)c3)CC2)cc1,-4%
Cn1nc(-c2ccccc2)cc1NC(=O)CCCC(=O)O,5%[57.5 µM]
O=C(NCCc1c[nH]c2ccccc12)c1cnc2n(c1=O)CCS2,-18%
CCc1ccc(OCC(=O)Nc2cccc3c2CCCC3)cc1,5%
O=C(O)c1ccc(N/N=C/c2ccc(-c3cc(Cl)ccc3Cl)o2)cc1,-6%[57.5 µM]

# (next part)
SMILES,ERK EGF block
COc1ccc(-c2[nH]ncc2CN2CCC(C(=O)N3CCOCC3)CC2)c(F)c1,-13%
NC1=NC(c2cn[nH]c2-c2ccc(F)cc2)n2c(nc3ccccc32)N1 (configuration not stated),-7%
CCCCn1c(-c2ccco2)n[nH]c1=S,4%
O=C(CCCN1C(=O)/C(=C/c2cccs2)SC1=S)NNC(=O)c1ccncc1,-3%
CC[C@@H]1CC=C[C@H]2[C@H]1C(=O)N(Cc1ccccc1)[C@H]2c1ccc2ccccc2c1,1%[57.5 µM]
C[C@]12CCC(=O)C=C1CCC1C3CC[C@](O)(C(=O)CO)[C@@]3(C)CC3OC312 (some centres not stated),?
Cc1cc(F)ccc1NC(=O)c1cnccn1,8%
CC1CCN(CCn2c(=S)[nH]c3cc4c(cc3c2=O)OCO4)CC1,-4%
CCc1c(OC(C)=O)c2ccccc2n(C)c1=O,6%
O=S(=O)(NC(=NCc1ccccc1)c1ccccc1F)c1ccccc1,-17%
O=C(COC(=O)c1cc2ccccc2oc1=O)c1cccc([N+](=O)[O-])c1,0%
CC(=O)Nc1ccc(SCC(=O)c2cc(C)n(-c3ccccc3)c2C)cc1,-4%
O=C(NCc1ccccn1)C(=O)Nc1cccc2ccccc12,-7%
CN1CCC(N(C)CC(C)(C)NS(=O)(=O)c2ccccc2)CC1,-18%[57.5 µM]
Cc1ccc(OCCn2cnc(Cl)c2Cl)cc1,2%
CC(C)CN1CC[C@@]2(CCCN(C(=O)c3cc(C(F)(F)F)cc(C(F)(F)F)c3)C2)C1,-4%
Cc1ccc(N=C2CSC(=O)N2)cc1,-10%
N#Cc1ccc(CSc2nnc(NC(=O)c3ccc(=O)[nH]c3)s2)cc1,-23%[57.5 µM]
O=C(N/N=C/c1cc2cc3c(cc2nc1Cl)OCO3)c1ccncc1,6%[57.5 µM]
CCOc1ccc(NS(=O)(=O)c2ccc3ncsc3c2)cc1,8%[57.5 µM]
CCn1c(SCC(=O)OC)nnc1-c1c[nH]c2ccccc12,8%[57.5 µM]
CC1=NNC(=O)C1CCC(=O)N/N=C/c1ccco1 (configuration not stated),2%
CN1CCN(c2nc3ccccn3c(=O)c2/C=C(\C#N)S(=O)(=O)c2ccccc2)CC1,3%[57.5 µM]
CCN1CCN(CC(=O)c2cc(Cl)ccc2Cl)CC1,-2%
Cn1nnc(NC(=S)NC(=O)c2cccs2)n1,4%
CCOC(=S)SCc1cn2cccc(C)c2n1,-7%
COC(=O)c1sc(NC(=S)NC(=O)c2ccccc2Cl)nc1C,5%
Cc1cc(C(=O)NP(=O)(N2CCOCC2)N2CCOCC2)c(C)n1-c1ccc(N(C)C)cc1,1%
COc1ccc(N2CCN(Cc3nc(-c4ccccc4)no3)CC2)cc1,0%
Cc1cccc(C(=O)NCC(c2ccco2)N(C)C)c1 (configuration not stated),1%
COc1ccc(N=C2NC(=O)/C(=C\C=C\c3ccccc3)S2)cc1,-5%
COCCNC(=O)c1cc2sccc2n1C,0%
CC1CC(C)CN(C(=O)COC(=O)c2cccc([N+](=O)[O-])c2)C1 (configuration not stated),37%
O=C(N/N=C/c1ccccc1)c1ccc(N2CCOCC2)c([N+](=O)[O-])c1,12%
CCOc1ncccc1C(=O)OCC(=O)NC(=O)NC(C)C,7%
O=C(NNC(=O)c1cnccc1C(F)(F)F)c1ccccc1,11%[57.5 µM]
C/C(=N\Nc1ccc(S(N)(=O)=O)cc1[N+](=O)[O-])c1ccco1,-9%[57.5 µM]
O=C(NC(=S)NCc1ccco1)c1ccccc1,-1%
O=C(Nc1cccc(C(F)(F)F)c1)c1cc(S(=O)(=O)N2CCCCC2)ccc1N1CCOCC1,-6%
CC(C)OP(=O)(OC(C)C)C(Nc1cccc(C(=O)O)c1)c1ccccc1 (configuration not stated),8%[57.5 µM]

# Among those listed so far, these have a CF3 group:
SMILES,ERK EGF block
CC(C)CN1CC[C@@]2(CCCN(C(=O)c3cc(C(F)(F)F)cc(C(F)(F)F)c3)C2)C1,-4%
O=C(NNC(=O)c1cnccc1C(F)(F)F)c1ccccc1,11%[57.5 µM]
O=C(Nc1cccc(C(F)(F)F)c1)c1cc(S(=O)(=O)N2CCCCC2)ccc1N1CCOCC1,-6%

# Going on with the list:
SMILES,ERK EGF block
COc1ccc(Cn2cnc3c4cc(F)ccc4n(C)c3c2=O)cc1,1%[57.5 µM]
Cc1cccc(C)c1NC(=O)CCCSc1nnc(N)s1,-10%
O=C(c1ccccc1)N1CCN(S(=O)(=O)N2CCOCC2)CC1,-2%
COc1cc(NC(=O)c2n[nH]c(=O)c3ccccc23)cc(OC)c1,-5%[57.5 µM]
C/C(=N\NC(=O)c1ccccc1)c1ccc(N2CCCCC2)cc1,0%
Cc1ccc(Nc2c(-c3ccc(N4CCOCC4)cc3)nc3ncccn23)cc1,6%
CCCSc1cc(=O)n(-c2ccccc2)nc1C(=O)O,-3%
O=C(COC(=O)COc1ccc(Cl)cc1Cl)Nc1cccnc1Cl,10%
COc1ccc(-c2[nH]ncc2CN(Cc2nccn2C)C(C)C)cc1F,?
CN(C)c1nnc(-c2ccc(Cl)cc2)o1,-3%
Cc1c(Cc2c(C)n(C)n(-c3ccccc3)c2=O)c(=O)n(-c2ccccc2)n1C,7%
CCCn1nc(C(=O)Oc2ccc3c(C)cc(=O)oc3c2)c2ccccc2c1=O,12%
